NR2E3 ag-1 = agonists of human nuclear receptor NR2E3 | Q9Y5X4 | GST-NR2E3/biotin-RetCOR TR-FRET, 1536-well | inhibition of corepressor binding, % at 4.78 µM | actives 0.12% (n = 320,000) | AID 2300;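 active = percent inhibition above the cutoff of mean plus 3 SD of all tested compounds, set per screening campaign, cut at about 20% in these data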;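 also: 0% = DMSO wells and 100% = biotin wells as full block of FRET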
Target sequence (Q9Y5X4 whole entry, looked up): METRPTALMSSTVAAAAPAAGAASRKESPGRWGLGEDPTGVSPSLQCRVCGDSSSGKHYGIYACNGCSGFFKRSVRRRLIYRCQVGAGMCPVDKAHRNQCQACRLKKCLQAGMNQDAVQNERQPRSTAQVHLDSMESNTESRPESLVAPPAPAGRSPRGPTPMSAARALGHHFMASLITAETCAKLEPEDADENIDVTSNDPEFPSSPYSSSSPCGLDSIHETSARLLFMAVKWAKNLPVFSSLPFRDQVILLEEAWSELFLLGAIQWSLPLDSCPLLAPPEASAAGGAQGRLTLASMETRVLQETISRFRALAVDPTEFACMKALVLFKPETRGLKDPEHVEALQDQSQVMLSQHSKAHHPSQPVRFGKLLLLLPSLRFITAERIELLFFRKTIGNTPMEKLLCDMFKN
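Test system: GST-NR2E3 and biotin-RetCOR proteins | Quantity: 1.35 nM GST-tagged NR2E3 final | Medium: Tris pH 7.5 | Also added: 7 nM biotin-RetCOR | Dosing: Compound at 4.8 µM, single dose | Timing: 5 h at 4 °C | Detection: Time-resolved FRET | Read-out basis: Percent inhibition | Benchmarks: Biotin wells as high control, 0.6% DMSO wells as low control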
CF NFkB inh = blocks PAF-induced NF-kB reporter in cystic fibrosis cells | KKLEB NF-kB-GFP reporter, GFP fluorescence overnight | inhibition, % at 5 µM | actives 0.86% (n = 360,000);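 active = at least 50% inhibition at 5 µM, scaled per plate between neutral and stimulator controls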;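 also: PAF is a Pseudomonas aeruginosa culture filtrate used as stimulus; plate controls were PAF-stimulated DMSO wells for no effect and unstimulated DMSO wells for full effect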
KKLEB tox = reduces viability of KKLEB cystic fibrosis airway cells; actives 0.36% (n = 360,000); activity change (cytotoxicity), % at 5 µM; KKLEB CF airway cells viability, ATPlite luminescence, overnight; stronger effect = lower value; cells stimulated with P. aeruginosa culture filtrate;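 active = corrected activity change at or below -50% at 5 µM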
HIF-2a block = inhibitors of HIF-2a; 786-0 RCC cells HIF-2a reporter, luciferase luminescence, overnight; inhibition, % at 18.8 µM; actives 0.72% (n = 360,000); AID 624352;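 active = inhibition of the luminescence signal of 40% or more relative to plate controls, in a single-dose primary screen at 18.75 µM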
PDI inh = blocks human protein disulfide isomerase activity. P07237. inhibition, % at 10 µM. actives 0.052% (n = 350,000). PDI insulin aggregation turbidity, A650, 90 min;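 active = mean inhibition across replicates of 30% or more, whatever share of single replicates reach that level; inconclusive = mean inhibition below 30% while every single replicate reaches 30%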;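 also: absorbance from insulin aggregation driven by PDI reduction with DTT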
Target sequence (P07237 whole entry, looked up): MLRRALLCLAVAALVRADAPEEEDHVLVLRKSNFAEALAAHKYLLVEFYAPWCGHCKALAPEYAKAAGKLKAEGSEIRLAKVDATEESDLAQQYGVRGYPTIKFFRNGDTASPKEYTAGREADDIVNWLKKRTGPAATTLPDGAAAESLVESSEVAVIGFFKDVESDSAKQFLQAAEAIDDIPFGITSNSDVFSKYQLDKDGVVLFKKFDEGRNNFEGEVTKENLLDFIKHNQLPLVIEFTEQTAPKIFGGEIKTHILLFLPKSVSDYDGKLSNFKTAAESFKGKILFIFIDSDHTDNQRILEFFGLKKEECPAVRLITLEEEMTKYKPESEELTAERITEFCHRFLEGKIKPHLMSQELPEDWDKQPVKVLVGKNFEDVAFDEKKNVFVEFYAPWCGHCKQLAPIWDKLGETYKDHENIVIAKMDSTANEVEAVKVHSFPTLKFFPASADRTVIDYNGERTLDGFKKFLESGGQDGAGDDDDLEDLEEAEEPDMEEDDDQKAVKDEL
Shn3 3UTR inh = inhibitors of Schnurri-3 3'UTR reporter in osteoblasts | Clone20 osteoblast Shn3 3'UTR firefly luciferase, 24 h | inhibition, % at 12.5 µM | actives 0.52% (n = 360,000);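 active = mean inhibition of at least 75% with every replicate also reaching 75%; inconclusive = mean inhibition at least 75% but some replicate below; inactive = mean inhibition below 75%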;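 also: 0% = median of neutral control wells and 100% = pilot-screen positive control compound; some compounds past the cut are filed as inactive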
NR2E3 ag-2 = human photoreceptor-specific nuclear receptor agonism; Q9Y5X4; CHO-S Gal4-NCOR/VP16-NR2E3 two-hybrid, luciferase; inhibition of corepressor binding, % at 3.98 µM; actives 0.35% (n = 360,000); AID 602229;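 active = inhibition above the mean of all tested compounds plus 3 SD, cut at about 70% in these data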;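 also: 0% = DMSO with NR2E3 transfected cells and 100% = cells lacking NR2E3 construct; higher means lower luciferase signal from less NR2E3 corepressor binding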
Peg3 promoter = Peg3 promoter activity inhibition; HeLa PEG-Prom luciferase reporter, luminescence, overnight; inhibition, % at 20 µM; actives 1.7% (n = 360,000); AID 588405;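 active = inhibition of at least 50% at 20 µM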
Vif inh = inhibitors of HIV Vif. AID 602346. HEK293T cells, Vif self-association by quenched fluorescence, imaging, 24 h. inhibition, % at 7.49 µM. actives 0.35% (n = 340,000); in the data active = inhibition above about 50%, passing the limit was not always enough; inconclusive = no clear call, values can overlap the other calls; inactive = below about 31%; also: some results filed as inactive read as strong as hits
CaV13 ICDI inh = Primary screen for inhibitors of IQ motif and Ca2+-dependent inactivation inhibitor domain binding in CACNA1D, Förster resonance energy transfer in living cells, …; actives 0.098% (n = 340,000); HEK cells, CFP/YFP FRET ICDI-IQ, plate reader, 10 min; percent FRET-ratio fall versus neutral wells; AID 743397; inhibition, % at 12.3 µM;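 active = mean replicate inhibition of at least 30% and at least 1% of replicates passing that level; inconclusive = only one of the two criteria is met; inactive = neither criterion is met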;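 also: 0% = median of the neutral control wells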
MITF TRPM1 inh = MITF TRPM1 promoter inhibition in SK-MEL-5 cells; inhibition, % at 12.5 µM; actives 0.83% (n = 330,000); SK-MEL-5 TRPM1 promoter luciferase, 24 h;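 active = mean inhibition across replicates of 60% or more, whatever share of single replicates reaches that level; inconclusive = some that reach 60%, reason not given; inactive = mean inhibition across replicates below 60%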; also: values of inactives mirror those of a sister screen read the other way
Active calls of the source: *; u = inconclusive; x = not tested or not shown.

SMILES	NR2E3 ag-1	CF NFkB inh	KKLEB tox	HIF-2a block	PDI inh	Shn3 3UTR inh	NR2E3 ag-2	Peg3 promoter	Vif inh	CaV13 ICDI inh	MITF TRPM1 inh
Cc1ccccc1-c1nnn(CC(=O)N2CCN(C(=O)c3ccco3)CC2)n1	0	-10	17	0	9	-5	-10	-4	1	-16	11
C(=Nc1ccccc1)c1ccc[nH]1	x	-10	-5	-30	-5	-39	-14	-10	10	-6	-1
COc1ccc(NC(=O)CCNS(=O)(=O)c2ccc3[nH]c(=O)oc3c2)cc1Cl	3	-11	0	18	12	5	-5	8	0	-3	1
Cc1c(C(=O)NCc2ccccc2F)oc2ccccc12	-5	-8	24	-104	-8	4	-50	-52	-8	-11	-12
Cc1cccn2c(=O)c(/C=C(\C#N)C(=O)NCc3ccco3)c(N3CCCC(C)C3)nc12 (configuration not stated)	2	17	-11	7	-14	2	-26	33	-1	-20	7
CCCCn1c(N)c(N(CC(C)C)C(=O)C2CC(=O)N(Cc3ccco3)C2)c(=O)[nH]c1=O (configuration not stated)	1	24	-16	7	6	-6	9	3	1	-7	-4
Cc1cc(C)c(C)c(S(=O)(=O)NCC(=O)N2CCCC2)c1C	0	3	3	20	-4	-10	4	13	2	-4	15
Cc1sc(NC(=O)c2ccccc2)c(C(=O)c2ccccc2)c1C	2	-8	20	-7	8	-2	4	-8	0	-15	-12
CCN(CC)S(=O)(=O)c1cc(NC(=O)CN2C(=O)NC3(CCCc4ccccc43)C2=O)ccc1C (configuration not stated)	1	0	-22	17	1	-7	26	9	-2	-4	3
O=C(CN1C(=O)S/C(=C\c2ccccc2F)C1=O)NC1CCS(=O)(=O)C1 (configuration not stated)	2	6	-3	7	-10	-11	7	2	3	-4	-12
CSc1ccccc1C(=O)NCCS(=O)(=O)N1CCN(c2ccc(F)cc2)CC1	-3	-6	11	10	-3	10	-19	21	-7	-7	-3
Cc1ccc([N+](=O)[O-])cc1NCC(=O)NN	0	-11	11	19	0	-1	-23	3	7	-3	11
O=C(NCc1cccnc1)C1CCN(S(=O)(=O)c2cccc(C(F)(F)F)c2)CC1	-1	0	0	11	-3	-12	-4	9	27	-5	-3
O=C(COC(=O)c1cc(Cl)nc(Cl)c1)NCc1ccc2c(c1)OCO2	x	19	-2	8	-19	5	5	-2	-1	-2	7
COc1ccc(CCNC(=O)c2ccc3c(c2)NC(=O)C(C(C)C)N3)cc1OC (configuration not stated)	-1	22	-11	15	-6	7	-9	-5	4	-2	-3
N/N=C/C(=N\Nc1ccc(Cl)cc1)C(=O)c1ccncc1	6	2	-1	-5	-7	9	-37	-6	-6	-5	0
CC(=O)NC(CCS(C)(=O)=O)C(=O)Nc1ccc(C)c(F)c1 (configuration not stated)	1	7	-5	-4	-1	6	-17	-6	-3	x	8
O=C(COc1ccc(Cl)cc1)NN=C1CCCCCCC1	3	5	-2	15	-8	-15	-20	9	-5	x	-1
CC(C)NC(=O)CSc1ccccc1C(=O)N1CCN(S(=O)(=O)/C=C/c2ccccc2)CC1	-5	2	0	9	-12	-1	5	10	-1	-2	-3
CCc1ccc(N2CSC3=C(C#N)C(c4cccs4)CC(=O)N3C2)cc1 (configuration not stated)	10	9	-4	-41	0	15	-16	-10	-9	x	8
CCCN(CC(=O)Nc1ccccc1OC)C(=O)CSc1ccc(Br)cc1C	5	6	4	6	7	8	9	10	-3	-5	1
CCCC(C(=O)NC1CCCC1)N(Cc1ccc(OC)cc1)C(=O)c1snc(C(N)=O)c1N (configuration not stated)	-1	5	-8	13	0	9	-36	20	12	-3	2
CCOC(=O)c1cnc(COc2ccccc2Cl)[nH]c1=O	-1	-14	5	21	4	-4	-21	8	17	-2	1
CC[C@]12c3[nH]c4cc(CCC(=O)N(C)C)ccc4c3CCN1C(=O)[C@@H](CC(=O)NCCC1=CCCCC1)C[C@@H]2C(=O)N1CCN(C(=O)C2CC2)CC1	x	5	6	-6	-2	-35	-37	-1	-2	-6	1
CCCC[C@@H]1CNC(=O)C(=O)N1CC(C)(C)C	-2	-5	-2	12	-4	-13	-6	11	-2	-10	-8
CC1(C)CC(=O)C2=C(C1)N1C(=C(C#N)C2c2ccccc2Cl)N=C(N)c2ccccc21 (configuration not stated)	-3	17	4	-11	x	6	-26	43	2	-2	-2
CC(C)c1nnc(NC(=O)CCC(=O)NCc2ccc(F)cc2)s1	-2	6	-6	11	-4	6	10	4	1	-5	-5
N#Cc1c(N)nc2c(c1-c1ccccc1)CCC2	5	39	-8	-57	11	-3	-50	-38	-1	-13	-4
O=C(Nc1ccc(-c2cc3ccccc3oc2=O)c(Cl)c1)c1cccnc1	-20	-6	9	0	-5	14	-4	-22	0	-7	1
O=C(COC(=O)c1cccc2ccccc12)NCC1CCCO1 (configuration not stated)	2	6	5	-9	-8	-3	-20	-20	-7	-2	-6
O=C(C[C@H]1C[C@H](C(=O)N2CCCCC2)[C@@]2(CCc3ccccc3)c3[nH]c4cc(-c5ccco5)ccc4c3CCN2C1=O)NCc1ccco1	x	24	-1	-3	2	1	-20	-1	x	-5	-2
O=C(O)C1C2C=CC(C2)C1C(=O)OC1CC2CCC1C2 (configuration not stated)	1	-2	1	-4	-8	-22	1	2	-3	x	-3
COC(=O)CSc1nc2ncc(Cl)cc2[nH]1	1	-14	6	17	1	-28	-12	5	-6	-7	10
Cc1cccc(Nc2nnc(SCc3cc(=O)n4cc(C)ccc4n3)s2)c1	-1	2	1	-10	8	-6	-27	21	u	-3	3
Cc1ccc(NCN2C(=O)C3CC=C(Cl)CC3C2=O)cc1 (configuration not stated)	1	-10	-3	-2	8	-18	-13	-105	0	-5	-2
COc1cc(OC)c(C=CC(=O)c2ccccc2O)c(OC)c1	x	-34	18	-150	-1	-109	-39	-174	-7	-5	-23
CC(=O)C12C3C4C(C5C1C3C5(Br)C41OCCO1)C21OCCO1 (configuration not stated)	4	17	0	13	-8	10	11	-6	-3	-2	-3
CN(C)C(=O)c1cc(C(=O)c2ccc(F)cc2Cl)c[nH]1	0	-26	6	-147	-1	-33	-46	-93	4	-5	-26
CC(NC(=O)C(=O)N1CCCCC1)C(c1cccs1)N1CCN(c2ccc(F)cc2)CC1 (configuration not stated)	0	18	-3	3	1	4	5	6	-8	-3	5
O=C(Nc1cc(C(F)(F)F)ccc1F)C1Cc2c(-c3ccccc3Oc3ccccc3)ccnc2O1 (configuration not stated)	x	-13	-2	28	2	37	-1	17	x	-10	x
CC1=NN(c2ccc(S(=O)(=O)O)cc2Cl)C(=O)C1	2	4	-9	17	-4	-6	13	10	2	-2	6
Cc1ccc(-n2c(SCc3ccc(C(=O)O)cc3)nnc2-c2ccncc2)cc1	1	-16	-6	18	4	4	3	8	6	-2	-1
CCOC(=O)C1CCN(C(=S)Nc2ccc(Cl)cc2C)CC1	2	0	12	14	19	2	-15	-7	-3	-5	7
CCCOc1ccc2[nH]cc(C(=O)O)c(=O)c2c1	-1	-10	9	7	0	5	-10	37	-19	x	-6
N#CNc1nc(O)cc(=O)[nH]1	-7	-18	9	-2	8	-7	-32	-5	-4	x	-6

2 entries picked at random from the list so far:
SMILES	NR2E3 ag-1	CF NFkB inh	KKLEB tox	HIF-2a block	PDI inh	Shn3 3UTR inh	NR2E3 ag-2	Peg3 promoter	Vif inh	CaV13 ICDI inh	MITF TRPM1 inh
CC(C)c1nnc(NC(=O)CCC(=O)NCc2ccc(F)cc2)s1	-2	6	-6	11	-4	6	10	4	1	-5	-5
Cc1cccc(Nc2nnc(SCc3cc(=O)n4cc(C)ccc4n3)s2)c1	-1	2	1	-10	8	-6	-27	21	u	-3	3

New compounds follow
SMILES	NR2E3 ag-1	CF NFkB inh	KKLEB tox	HIF-2a block	PDI inh	Shn3 3UTR inh	NR2E3 ag-2	Peg3 promoter	Vif inh	CaV13 ICDI inh	MITF TRPM1 inh
O=C(Nc1cccc(S(=O)(=O)NCc2ccco2)c1)c1cc(-c2ccccc2)nc2ccccc12	2	-20	2	11	1	32	29	62*	28	1	28
Cc1nn2c(CN(C(=O)c3ccco3)c3ccccc3)nnc2c2ccccc12	x	20	-8	18	1	18	-1	6	-6	0	16
Cc1cc(C)c2c(=O)[nH]c(SCC(=O)Nc3ccc(N(C)C)cc3)nc2n1	0	10	-5	11	-37	6	0	5	-5	-8	6
CCc1ccc(C2=C/C(=C/c3cccnc3)C(=O)O2)cc1	6	-6	-6	10	-2	-5	0	9	-2	-16	-6

Entries listed so far that have fluorine, in the order listed:
SMILES	NR2E3 ag-1	CF NFkB inh	KKLEB tox	HIF-2a block	PDI inh	Shn3 3UTR inh	NR2E3 ag-2	Peg3 promoter	Vif inh	CaV13 ICDI inh	MITF TRPM1 inh
Cc1c(C(=O)NCc2ccccc2F)oc2ccccc12	-5	-8	24	-104	-8	4	-50	-52	-8	-11	-12
O=C(CN1C(=O)S/C(=C\c2ccccc2F)C1=O)NC1CCS(=O)(=O)C1 (configuration not stated)	2	6	-3	7	-10	-11	7	2	3	-4	-12
CSc1ccccc1C(=O)NCCS(=O)(=O)N1CCN(c2ccc(F)cc2)CC1	-3	-6	11	10	-3	10	-19	21	-7	-7	-3
O=C(NCc1cccnc1)C1CCN(S(=O)(=O)c2cccc(C(F)(F)F)c2)CC1	-1	0	0	11	-3	-12	-4	9	27	-5	-3
CC(=O)NC(CCS(C)(=O)=O)C(=O)Nc1ccc(C)c(F)c1 (configuration not stated)	1	7	-5	-4	-1	6	-17	-6	-3	x	8
CC(C)c1nnc(NC(=O)CCC(=O)NCc2ccc(F)cc2)s1	-2	6	-6	11	-4	6	10	4	1	-5	-5
CN(C)C(=O)c1cc(C(=O)c2ccc(F)cc2Cl)c[nH]1	0	-26	6	-147	-1	-33	-46	-93	4	-5	-26
CC(NC(=O)C(=O)N1CCCCC1)C(c1cccs1)N1CCN(c2ccc(F)cc2)CC1 (configuration not stated)	0	18	-3	3	1	4	5	6	-8	-3	5
O=C(Nc1cc(C(F)(F)F)ccc1F)C1Cc2c(-c3ccccc3Oc3ccccc3)ccnc2O1 (configuration not stated)	x	-13	-2	28	2	37	-1	17	x	-10	x

Assay outcomes (PubChem BioAssay)
